Source: PubChem BioAssay (Sanford-Burnham Center for Chemical Genomics)
DNMT1 inh: DNMT1 (human) enzyme inhibition; P26358; DNMT1 molecular beacon, Hinp1I cleavage, fluorescence; inhibition (reported as % activation of signal), % at 10 µM; 360,000 compounds, 0.83% hits; in the data active = inhibition above about 50%
MT1-MMP act inh: inhibitors of human MT1-MMP activation; HT1080 RFP-PRO-GFP cells, GFP/RFP ratio fluorescence, overnight; percent of plate control window, DMSO zero; GFP/RFP ratio change, % at 20 µM; 360,000 compounds, 0.061% hits; AID 651647;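 active = GFP/RFP ratio change of at least 30% with cell ATP level not reduced by more than half and red fluorescence within 50% of control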; note: strong numbers were not always called active
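Assay system: RFP-PRO-GFP reporter HT1080 cells; read-out basis: GFP/RFP fluorescence ratio; benchmarks: DMSO wells and RFP-L50D-GFP cells; doses: 20 µM single dose, 1% DMSO; schedule: overnight cell settling, then overnight compound exposure, 37 °C, 5% CO2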
Scp1 inh: blocks human Scp-1 phosphatase activity; Q9GZU7; Recombinant Scp1, phosphopeptide, malachite green phosphate absorbance; inhibition, % at 20 µM; 340,000 compounds, 0.88% hits; AID 493091;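 active = inhibition above about 50% at 20 µM, limit read from the data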;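 note: plate controls were DMSO wells with enzyme for no effect and wells lacking enzyme for full effect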
Target sequence (Q9GZU7 76-261 limits assumed): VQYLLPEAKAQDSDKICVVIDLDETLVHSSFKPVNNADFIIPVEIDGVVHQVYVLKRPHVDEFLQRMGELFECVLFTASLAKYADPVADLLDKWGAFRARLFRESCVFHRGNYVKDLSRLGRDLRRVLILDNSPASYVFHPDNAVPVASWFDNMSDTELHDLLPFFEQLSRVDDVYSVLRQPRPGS
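Test system: SCP-1 phosphatase catalytic domain, residues 76-261; measured by: colorimetric phosphate reagent with accelerator and stabiliser, absorbance at 630 nm; timing: enzyme reaction 45 min at room temperature, colour 5 min, stabilisation 30 min; also added: Phosphorylated 17-residue peptide substrate; compound dosing: one concentration, 20 µM, with 1.0% DMSO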
NadD block: blocks S. aureus nicotinate mononucleotide adenylyltransferase; purified NadD enzyme, colorimetric absorbance read-out; inhibition, % at 20 µM; 360,000 compounds, 0.78% hits; in the data active = inhibition above about 26%; note: some compounds past the cut are filed as inactive
STEP inh: blocks human striatal-enriched tyrosine phosphatase; 360,000 compounds, 0.25% hits; inhibition, % at 20 µM; recombinant STEP, OMFP fluorogenic substrate, fluorescence; P54829;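 active = inhibition at 20 µM, scaled per plate between control wells, above about 37%, limit read from the data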;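 note: 0% = DMSO with enzyme and substrate and 100% = substrate only without enzyme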
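Measure: Control-normalized % inhibition with plate pattern correction | Test system: STEP phosphatase, cell-free reaction | Medium: pH 6.0 Bis-Tris with DTT and Tween 20 | Technique: Fluorescence, 480/540 nm | Times: Reaction 20 min, ambient temperature | Doses: Single compound dose of 20 µM, 1% DMSO final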
LMPTP block: blocks human LMPTP phosphatase; recombinant LMPTP-A, OMFP fluorogenic substrate, fluorescence intensity; P24666; AID 651560; 360,000 compounds, 0.22% hits; inhibition, % at 20 µM;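 active = compounds that cut the enzyme signal by at least half of the control window in the single-dose screen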;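 note: plate controls were DMSO wells with enzyme plus substrate for no effect and substrate without enzyme for full effect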
Target sequence (P24666 whole entry, looked up): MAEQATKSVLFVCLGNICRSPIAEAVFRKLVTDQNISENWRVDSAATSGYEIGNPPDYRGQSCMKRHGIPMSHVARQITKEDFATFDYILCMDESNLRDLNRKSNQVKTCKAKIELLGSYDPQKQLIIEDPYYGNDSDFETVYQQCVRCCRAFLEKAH
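Assay system: LMPTP-A, protein tyrosine phosphatase of low molecular weight / Medium: pH 6.0 Bis-Tris buffer with DTT and Triton X-100 / Schedule: 50 min enzyme reaction at room temperature, protected from light / Measured by: endpoint fluorescence intensity from OMFP dephosphorylation / Read-out basis: % inhibition relative to no-enzyme and uninhibited control wells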
CendR NRP1 mod: modulators of CendR peptide binding to human neuropilin-1. 360,000 compounds, 0.85% hits. FAM-RPARPAR peptide binding to NRP-1, fluorescence polarization. inhibition, % at 25 µM;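 active = inhibition or corrected inhibition above about 18%, plus a signal ratio from 0.5 to 1.5, limit read from the data, passing the limit was not always enough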; note: strong numbers were not always called active
SUMO1 PPI mod: SUMO1-SIM interaction modulation; P63165; SUMO1 binding to a labelled peptide, TR-FRET, 1 h; inhibition, % at 20 µM; 360,000 compounds, 0.33% hits; in the data active = inhibition above about 37%
Target sequence (P63165 whole entry, looked up): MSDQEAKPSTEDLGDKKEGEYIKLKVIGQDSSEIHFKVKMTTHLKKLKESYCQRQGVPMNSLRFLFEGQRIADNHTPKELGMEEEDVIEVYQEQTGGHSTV
SKN-1 inh: blocks SKN-1 activity in C. elegans | C. elegans VP596 Pgst-4::GFP/RFP ratio, acrylamide-induced, 24 h | inhibition, % at 21.8 µM | 360,000 compounds, 0.49% hits | AID 624304;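 active = interference check ratio from 0.5 to 1.5 plus GFP to RFP signal ratio inhibition reaching or exceeding a fixed threshold, cut at about 30% in these data, passing the limit was not always enough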; note: some compounds called inactive have numbers as strong as hits
Rpn11 block: inhibitors of human proteasome Rpn11 | calls only at 20 µM | 360,000 compounds, 0.59% hits | AID 588493 | human 26S proteasome, Ub4-pepOG fluorescence polarization; 20S core pre-blocked with epoxomicin;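 active = inhibition at 20 µM, scaled to each plate's controls, above about 33%, limit read from the data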
Target sequence (O00487 whole entry, looked up): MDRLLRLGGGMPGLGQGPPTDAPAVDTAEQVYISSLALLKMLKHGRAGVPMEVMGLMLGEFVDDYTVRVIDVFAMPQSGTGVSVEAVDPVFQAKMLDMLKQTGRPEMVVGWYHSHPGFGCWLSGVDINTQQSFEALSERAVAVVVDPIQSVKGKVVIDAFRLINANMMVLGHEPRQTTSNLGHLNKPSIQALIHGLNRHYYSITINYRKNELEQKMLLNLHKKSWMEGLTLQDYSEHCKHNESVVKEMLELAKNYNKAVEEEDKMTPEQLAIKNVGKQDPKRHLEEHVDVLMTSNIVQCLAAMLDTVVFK
Active calls of the source: *.

For CCN(CC)S(=O)(=O)c1cc(C(=O)OCC(=O)Nc2cccc(C)c2C)ccc1F the results were DNMT1 inh 7, MT1-MMP act inh 9, Scp1 inh -2, NadD block -3, STEP inh -4, LMPTP block -1.2, CendR NRP1 mod 10, SUMO1 PPI mod 3, SKN-1 inh -8 and Rpn11 block inactive.
`CC(C)OC(=O)c1cc2c(ccn2C)n1CC(=O)N1CCC(Cc2ccccc2)CC1` gave DNMT1 inh -9, MT1-MMP act inh -7, Scp1 inh -7, NadD block 3, STEP inh 3, LMPTP block 2.8, CendR NRP1 mod 0, SUMO1 PPI mod -4, SKN-1 inh -3 and Rpn11 block inactive.
`C#CCOCCOCCOCCNc1nc(N2CCN(C(=O)CCCCCCCCCCNC(=O)[C@@H](CCSC)n3cc(CCO)nn3)CC2)nc(N2CCN(C(=O)CCCCCCCCCCNC(=O)[C@H](CCCN=C(N)N)n3cc(C[C@@H](C)CC)nn3)CC2)n1` gave DNMT1 inh -106, MT1-MMP act inh 5, Scp1 inh 43, NadD block 71*, STEP inh 18, LMPTP block 12, CendR NRP1 mod 21*, SUMO1 PPI mod 80*, SKN-1 inh 6 and Rpn11 block active.
`O=C(COc1ncnc2sccc12)Nc1ccc2c(c1)OCCO2` gave DNMT1 inh 1, MT1-MMP act inh 1, Scp1 inh 16, NadD block 1, STEP inh 3, LMPTP block 1.3, CendR NRP1 mod 4, SUMO1 PPI mod 2, SKN-1 inh 13 and Rpn11 block inactive.
Cc1csc(NC(=O)CNC(=O)OCc2ccccc2)n1 was read as DNMT1 inh 5, MT1-MMP act inh 0, Scp1 inh -7, NadD block -3, STEP inh 0, LMPTP block -1.3, CendR NRP1 mod -3, SUMO1 PPI mod 1, SKN-1 inh 11 and Rpn11 block inactive.
Screening S=C1N(c2ccccc2)C(c2ccccc2)N2CCCN12 (stereo not given) returned DNMT1 inh -4, MT1-MMP act inh 2, Scp1 inh -10, NadD block 0, STEP inh -4, LMPTP block 0.1, CendR NRP1 mod 12, SUMO1 PPI mod -3, SKN-1 inh -20 and Rpn11 block inactive.
`Cc1ccc(O)c(NC(=O)c2cc(-c3cccs3)on2)c1` gave DNMT1 inh 5, MT1-MMP act inh -4, Scp1 inh -11, NadD block 5, STEP inh -1, LMPTP block -0.5, CendR NRP1 mod -1, SUMO1 PPI mod -1, SKN-1 inh 22 and Rpn11 block inactive.
`CC(C)(C)OC(=O)N1CCc2onc(-c3ccc(N)cc3)c2C1=O` gave DNMT1 inh 5, MT1-MMP act inh 3, NadD block 8, STEP inh 4, LMPTP block -2.4, CendR NRP1 mod -7, SUMO1 PPI mod -1, SKN-1 inh 1 and Rpn11 block inactive.
`COc1ccc(/C=N/N2CCN(C)CC2)cc1OC` gave DNMT1 inh 2, MT1-MMP act inh 5, Scp1 inh -6, NadD block 2, STEP inh -2, LMPTP block -1.6, CendR NRP1 mod 4, SUMO1 PPI mod -4, SKN-1 inh -30 and Rpn11 block inactive.
Screening CC(C)C(NC(=O)c1ccccc1F)C(=O)NCc1ccccc1 (stereo not given) returned DNMT1 inh 1, MT1-MMP act inh 2, Scp1 inh -4, NadD block 1, STEP inh 0, LMPTP block -2.2, CendR NRP1 mod 8, SUMO1 PPI mod 3, SKN-1 inh 2 and Rpn11 block inactive.
`COc1cccc(OC)c1C(=O)Nc1cccc(-n2cnnn2)c1` gave DNMT1 inh -2, MT1-MMP act inh -6, Scp1 inh -2, NadD block 4, STEP inh 2, LMPTP block 0.2, CendR NRP1 mod 7, SUMO1 PPI mod -6, SKN-1 inh -10 and Rpn11 block inactive.
Screening Cc1ccc(S(=O)(=O)N(C)CC(=O)O/N=C(\N)c2cccc(Br)c2)cc1 returned DNMT1 inh -2, MT1-MMP act inh 4, Scp1 inh -6, NadD block -3, STEP inh 1, LMPTP block 3.8, CendR NRP1 mod 5, SUMO1 PPI mod 1, SKN-1 inh -7 and Rpn11 block inactive.
COc1ccc(C(=O)N2c3cc4c(cc3C(C)=CC2(C)C)OCO4)cc1 was read as DNMT1 inh -6, MT1-MMP act inh -9, Scp1 inh -7, NadD block -9, STEP inh 1, LMPTP block 2.5, CendR NRP1 mod 3, SUMO1 PPI mod -1, SKN-1 inh 4 and Rpn11 block inactive.
Screening COc1ccc(OC)c(NC(=O)c2ccccc2N(Cc2ccccc2)S(C)(=O)=O)c1 returned DNMT1 inh -9, MT1-MMP act inh -4, Scp1 inh -10, NadD block -19, STEP inh 1, LMPTP block -2.5, CendR NRP1 mod -8, SUMO1 PPI mod -3, SKN-1 inh -7 and Rpn11 block inactive.
`COc1cc(OC)cc(C(=O)NC2CC(C)(C)NC(C)(C)C2)c1` gave DNMT1 inh -1, MT1-MMP act inh 0, Scp1 inh -5, NadD block -7, STEP inh -1, LMPTP block -2.9, CendR NRP1 mod -2, SUMO1 PPI mod 3, SKN-1 inh 7 and Rpn11 block inactive.
Screening COc1ccc(C(C(=O)NC2CCCC2)N(CCN2CCOCC2)C(=O)c2ccc(OC)c(OC)c2)cc1 (stereo not given) returned DNMT1 inh -1, MT1-MMP act inh -3, Scp1 inh -7, NadD block -2, STEP inh -4, LMPTP block -2.0, CendR NRP1 mod -5, SUMO1 PPI mod -5, SKN-1 inh 4 and Rpn11 block inactive.
`NS(=O)(=O)c1ccc(NC(=O)C2(c3ccccc3)CCCC2)cc1` gave DNMT1 inh -4, MT1-MMP act inh -1, Scp1 inh -1, NadD block -7, STEP inh -1, LMPTP block 0.2, CendR NRP1 mod 3, SUMO1 PPI mod 2, SKN-1 inh 12 and Rpn11 block inactive.
`CC1CN(c2nc3ccccn3c(=O)c2/C=C(\C#N)S(=O)(=O)c2ccccc2)CC(C)O1` (stereo not given) gave DNMT1 inh -1, MT1-MMP act inh 3, Scp1 inh -10, NadD block 2, STEP inh -2, LMPTP block 0.2, CendR NRP1 mod -6, SUMO1 PPI mod -17, SKN-1 inh 2 and Rpn11 block inactive.
Screening COc1ccccc1C(=O)NCCC(=O)NCC(c1ccccc1OC)N1CCCC1 (stereo not given) returned DNMT1 inh -1, MT1-MMP act inh -4, Scp1 inh 39, NadD block -2, STEP inh 1, LMPTP block -0.6, CendR NRP1 mod -5, SUMO1 PPI mod 10, SKN-1 inh 0 and Rpn11 block inactive.
`CN1CCN(CC(=O)Nc2cc(S(=O)(=O)N3CCOCC3)ccc2Cl)CC1` gave DNMT1 inh 2, MT1-MMP act inh -4, Scp1 inh 3, NadD block 0, STEP inh 2, LMPTP block -1.8, CendR NRP1 mod -3, SUMO1 PPI mod 6, SKN-1 inh 6 and Rpn11 block inactive.
CCCCc1nc(C(N)=O)c2[nH]c(=O)n(-c3ccc(OCC)cc3)c2n1 was read as DNMT1 inh 0, MT1-MMP act inh 6, Scp1 inh -11, NadD block 3, STEP inh -2, LMPTP block -0.9, CendR NRP1 mod 3, SUMO1 PPI mod 4, SKN-1 inh -1 and Rpn11 block inactive.
Screening COc1ccccc1CNC(=O)c1csc(Cc2ccc(Cl)cc2)n1 returned DNMT1 inh -7, MT1-MMP act inh -13, Scp1 inh -7, NadD block -1, STEP inh 2, LMPTP block 3.8, CendR NRP1 mod 0, SUMO1 PPI mod -2, SKN-1 inh 18 and Rpn11 block inactive.
`CCc1cc(CNC(=O)C2CCC(=O)N(Cc3cccc(F)c3)C2)on1` (stereo not given) gave DNMT1 inh 3, MT1-MMP act inh 1, Scp1 inh -7, NadD block 0, STEP inh -2, LMPTP block -0.5, CendR NRP1 mod -7, SUMO1 PPI mod 1, SKN-1 inh 2 and Rpn11 block inactive.
Screening CC1(C)C(N(O)C(=O)Nc2ccc(Cl)cc2)N(c2ccc(Cl)cc2)C(=O)N1CC(=O)NN (stereo not given) returned DNMT1 inh -10, MT1-MMP act inh 0, Scp1 inh -8, NadD block 6, STEP inh -1, LMPTP block -0.9, CendR NRP1 mod -3, SUMO1 PPI mod 0, SKN-1 inh 4 and Rpn11 block inactive.
Screening Cc1ccc(C(c2nnnn2CC2CCCO2)N2CCN(Cc3ccccc3)CC2)cc1 (stereo not given) returned DNMT1 inh 2, MT1-MMP act inh -2, Scp1 inh -4, NadD block 0, STEP inh -1, LMPTP block -0.9, CendR NRP1 mod 14, SUMO1 PPI mod -2, SKN-1 inh 7 and Rpn11 block inactive.
For Cc1ccc(C)c(S(=O)(=O)N2CCN(Cc3cc4c(cc3O)OCO4)CC2)c1 the results were DNMT1 inh -7, MT1-MMP act inh -7, Scp1 inh -8, NadD block -4, STEP inh 4, LMPTP block 1.3, CendR NRP1 mod 1, SUMO1 PPI mod 4, SKN-1 inh 15 and Rpn11 block inactive.
O=C(OCC(=O)N1CCCC1)c1cc(Cl)ccc1[N+](=O)[O-] was read as DNMT1 inh 11, MT1-MMP act inh 2, Scp1 inh 2, NadD block -2, STEP inh -6, LMPTP block 0.9, CendR NRP1 mod 4, SUMO1 PPI mod -28, SKN-1 inh 1 and Rpn11 block inactive.
O=C(Nc1cccc(-c2csc(Nc3ccc(Cl)cc3)n2)c1)c1cc([N+](=O)[O-])cc(C(F)(F)F)c1 was read as DNMT1 inh -15, MT1-MMP act inh 5, Scp1 inh 5, NadD block 42*, STEP inh 1, LMPTP block 7.2, CendR NRP1 mod 10, SUMO1 PPI mod 4, SKN-1 inh 24 and Rpn11 block inactive.
Screening C=C(C)COc1ccc(-c2ncncc2-c2ccc(Br)cc2)c(O)c1 returned DNMT1 inh 6, MT1-MMP act inh 2, Scp1 inh 24, NadD block 3, STEP inh -1, LMPTP block 2.5, CendR NRP1 mod -6, SUMO1 PPI mod 7, SKN-1 inh -6 and Rpn11 block inactive.
Screening O=C(/C=C/c1ccco1)Nc1ccccc1C(=O)Nc1cccc(C(=O)O)c1 returned DNMT1 inh 25, MT1-MMP act inh -3, Scp1 inh 43, NadD block -5, STEP inh 5, LMPTP block 0.3, CendR NRP1 mod -64, SUMO1 PPI mod -5, SKN-1 inh 9 and Rpn11 block inactive.

Random draw from the library. Share with any hit: about 3.9%.
